Cardiac RTF inh: cardiac RTF calcium sensitivity inhibitors, primary screen, biochemical, IANBD-TnC fluorescence, EC70 calcium; inhibition, % at 7.15 µM; Troponin I, cardiac muscle (Homo sapiens) + Troponin T, cardiac muscle (Homo sapiens) + …; hit rate 0.12% among 340,000; IANBD-labeled cardiac RTF, Ca2+ fluorescence; AID 493244, 2011;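 active = inhibition above the mean inhibition of all tested compounds plus 3 SD, cut at about 17% in these data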;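 also: assay run at fixed EC70 calcium of 1.6 mM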
OPRM1-OPRD1 inv: inverse agonists of MOR-DOR heterodimerization, primary screen, cell-based, luminescence | hit rate 0.21% among 340,000 | cell-based MOR-DOR heterodimer luminescence, inverse agonism | AID 504357, 2011 | inhibition, % at 9.3 µM | Mu-type opioid receptor (Homo sapiens) + Delta-type opioid receptor (Homo sapiens), …; in the data active = inhibition above about 22%, passing the limit was not always enough;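 also: 0% = cells with DMSO and 100% = wells without cells with DMSO; values of inactives mirror those of a sister screen read the other way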
Target sequence (P35372 whole entry, looked up): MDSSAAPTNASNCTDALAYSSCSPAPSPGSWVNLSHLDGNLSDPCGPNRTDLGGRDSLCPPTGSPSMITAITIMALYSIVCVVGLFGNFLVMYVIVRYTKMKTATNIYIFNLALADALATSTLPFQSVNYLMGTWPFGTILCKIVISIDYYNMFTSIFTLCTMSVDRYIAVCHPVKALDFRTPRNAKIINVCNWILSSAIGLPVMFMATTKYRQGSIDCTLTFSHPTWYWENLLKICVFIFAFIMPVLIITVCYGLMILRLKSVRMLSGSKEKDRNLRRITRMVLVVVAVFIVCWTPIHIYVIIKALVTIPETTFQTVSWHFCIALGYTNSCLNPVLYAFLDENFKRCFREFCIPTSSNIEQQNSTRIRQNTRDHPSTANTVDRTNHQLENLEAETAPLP
Target sequence (P41143 whole entry, looked up): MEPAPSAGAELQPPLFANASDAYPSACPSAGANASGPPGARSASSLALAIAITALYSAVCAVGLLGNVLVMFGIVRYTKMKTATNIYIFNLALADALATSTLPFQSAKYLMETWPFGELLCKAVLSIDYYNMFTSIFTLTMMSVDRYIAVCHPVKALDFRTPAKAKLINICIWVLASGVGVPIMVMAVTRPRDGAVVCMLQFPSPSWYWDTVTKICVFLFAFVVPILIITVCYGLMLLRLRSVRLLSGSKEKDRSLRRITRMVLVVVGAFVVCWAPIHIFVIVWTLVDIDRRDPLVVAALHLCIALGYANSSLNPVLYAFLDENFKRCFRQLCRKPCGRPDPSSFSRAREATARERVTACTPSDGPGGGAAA
Wnt bcat act: Wnt/beta-catenin pathway activators, primary screen, cell-based, plate reader, single point. hit rate 1.2% among 300,000. Wnt/beta-catenin reporter cell assay, activator. AID 743398, 2014. activation, % at 9.35 µM; in the data active = activation above about 30%, passing the limit was not always enough;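 also: 0% = neutral control wells and 100% = positive control wells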
Keap1 Nrf2 FP: Keap1-Nrf2 protein-protein interaction inhibitors, primary screen, biochemical, fluorescence polarization, single point; inhibition, % at 9.4 µM; AID 504523, 2011; Kelch-like ECH-associated protein 1 (Homo sapiens), Q14145; Keap1 Kelch-Nrf2 peptide fluorescence polarization, 1536-well; hit rate 0.15% among 340,000; in the data active = inhibition above about 12%;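 also: human Keap1 Kelch domain with fluorescein labeled Nrf2 9mer peptide probe; 0% = neutral control wells and 100% = peptide positive control; higher means more block of Keap1 binding to Nrf2 peptide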
V-ATPase pH: regulators of yeast V-ATPase proton pumping, primary screen, pHLuorin cytosolic pH fluorescence. hit rate 0.37% among 350,000. AID 504577, 2011. S. cerevisiae. response, % at 10 µM; in the data active = response mostly above about 7.3%, no sharp cut-off; inactive = mostly below about 5.4%; also: actives read high; inactives centre near 0; some compounds called inactive have numbers as strong as hits; reference of the scale not given here
OPRM1-OPRD1 ag: agonists of OPRM1-OPRD1 heterodimerization, primary screen, cell-based, luminescence | Mu-type opioid receptor (Homo sapiens) + Delta-type opioid receptor (Homo sapiens), … | cells | activation, % at 9.3 µM | hit rate 0.3% among 340,000 | AID 504326, 2011; in the data active = activation above about 18%;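 also: 0% = vehicle-treated cells and 100% = reference agonist; values of inactives mirror those of a sister screen read the other way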
RTF Ca sens act: cardiac RTF calcium sensitivity activators, primary screen, biochemical, IANBD-TnC fluorescence, EC20 calcium; IANBD-labeled TnC RTF fluorescence at EC20 calcium; 0% EC20 calcium, 100% full calcium; activation, % at 7.2 µM; hit rate 0.24% among 340,000; AID 493008, 2010;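 active = activation above the mean over all tested compounds plus 3 SD, cut at about 30% in these data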;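 also: rise in fluorescence read as greater calcium sensitivity of cardiac thin filaments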
DSG3 Ab inh: inhibitors of pemphigus antibody binding to DSG3, primary screen, biochemical, bead-based, flow cytometry, scFv-GFP; hit rate 0.48% among 310,000; AID 588358, 2011; Desmoglein-3 (Homo sapiens), P32926; DSG3-coupled beads, scFv-anti-DSG3-GFP binding; active compounds read low; binding (percent of control), % at 10 µM;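 active = binding more than 3 SD below its plate's average and above zero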;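 also: hits lower antibody fragment binding to DSG3; some compounds called inactive have numbers as strong as hits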
C-LANA FP: inhibitors of KSHV C-LANA binding to DNA, primary screen, biochemical, fluorescence polarization, FAM-LBS DNA, MBP-C-LANA, single point. inhibition, % at 9 µM. Kaposi's sarcoma herpesvirus LANA C-terminal domain (residues 932-1162) DNA binding. AID 504423, 2011. hit rate 0.078% among 340,000;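 active = highest replicate inhibition at or above 60% at 9 µM, even if other replicates fall short; inactive = all replicates below 60% inhibition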;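 also: 0% = neutral control wells and 100% = 4 µM acridine orange control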
Arrestin-AP2 inh: inhibitors of beta-arrestin/AP2 binding, primary screen, biochemical, GPCR trafficking, flow cytometry; FITC-arrestin peptide / GST-AP2 beads; AP2 beta2 appendage carries R879A mutation; AID 504490, 2011; hit rate 0.31% among 340,000; inhibition, % at 10 µM; beta-arrestin 1 C-terminal peptide binding to AP2 beta2-adaptin appendage (human);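 active = inhibition above a set limit, near 3 SD of compounds lacking own fluorescence, cut at about 54% in these data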;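 also: plate controls were DMSO wells for no effect and 5 µM unlabelled arrestin peptide for full effect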
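System: GST-tagged AP2 beta2-adaptin appendage (R879A) on 4 µm glutathione beads / Reagent: FITC-arrestin peptide, 50 nM / Detection: HyperCyt-sampled flow cytometry, FL1 channel, ex 488/em 535 nm / Timing: 12 min plus 1 h, RT / Buffer or medium: PBS plus Tween 20 (0.05%) and BSA (0.1%)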
Active calls of the source: *; nt = no result given.

SMILES	Cardiac RTF inh	OPRM1-OPRD1 inv	Wnt bcat act	Keap1 Nrf2 FP	V-ATPase pH	OPRM1-OPRD1 ag	RTF Ca sens act	DSG3 Ab inh	C-LANA FP	Arrestin-AP2 inh
CCCCOc1cccc(C(=O)NNC(=S)NC2CCCCC2)c1	12	7	nt	5	-4	-1.3	0	103	-0.8	21
N#CC1=C(N)Oc2cc(O)ccc2C1c1cccs1 (centres undefined)	-10	3	nt	-2	-3	-0.7	1	102	-0.7	-2
CCCCC(CC)C(=O)Nc1ccc(Nc2ccccc2)cc1 (centres undefined)	9	-18	nt	4	-1	3.2	-1	128	0.5	-16
CCCN1CCC(NC(=O)Cc2ccc(C)cc2)CC1	-3	-15	-1	-5	0	3.0	2	105	-2.1	0
COC(=O)c1cccnc1-n1c(=O)c2cccnc2n(Cc2cccc(OC)c2)c1=O	-2	6	3	1	1	-1.0	3	98	-1.1	6
Cc1cc(C)n(C(=O)CNC(=O)c2ccccc2Br)n1	-1	17	-1	2	0	-3.3	1	nt	-0.3	-6
CN(C)S(=O)(=O)c1ccc(C(=O)NCCc2ccco2)cc1	-7	-8	9	-3	-2	1.1	-1	106	-0.1	5
CCOc1ccc(NC(=O)Nc2cccn(Cc3ccccc3)c2=O)cc1	-5	-23	8	0	-1	4.4	0	97	-1.5	19
COc1ccc(NC(=O)CSc2nnc(-c3cccnc3)n2Cc2ccco2)c(OC)c1	-4	4	nt	-8	0	-0.8	5	98	0.2	-3
COc1ccc(CCNC(=O)C2CCN(C(=O)c3ccc(F)cc3)CC2)cc1	-4	7	-2	-2	0	-1.5	-4	121	nt	6
CN(CC(=O)Nc1ccc(F)c(F)c1F)C(=O)c1ccc2c(c1)OCCO2	-1	13	nt	nt	2	-2.5	3	100	nt	38
COCCN(CCOC)Cc1c(O)ccc2c1O/C(=C\c1ccco1)C2=O	-94	6	3	1	4	-1.2	69*	116	65*	34
Cn1nnnc1SCC(=O)N1CCN(C(c2ccccc2)c2ccccc2)CC1	-1	8	nt	-2	0	-1.8	-2	108	-1.3	-1
O=C(NCCc1ccccn1)c1ccc(NS(=O)(=O)c2ccc(F)cc2)cc1	5	3	-5	-2	-2	-0.7	0	98	-1.4	20
COc1ccc(-c2noc(CN(C)C(=O)c3ccco3)n2)cc1	-6	14	4	-6	-1	-2.6	3	109	-0.3	9

In the list so far, three have four or more nitrogen atoms:
SMILES	Cardiac RTF inh	OPRM1-OPRD1 inv	Wnt bcat act	Keap1 Nrf2 FP	V-ATPase pH	OPRM1-OPRD1 ag	RTF Ca sens act	DSG3 Ab inh	C-LANA FP	Arrestin-AP2 inh
COC(=O)c1cccnc1-n1c(=O)c2cccnc2n(Cc2cccc(OC)c2)c1=O	-2	6	3	1	1	-1.0	3	98	-1.1	6
COc1ccc(NC(=O)CSc2nnc(-c3cccnc3)n2Cc2ccco2)c(OC)c1	-4	4	nt	-8	0	-0.8	5	98	0.2	-3
Cn1nnnc1SCC(=O)N1CCN(C(c2ccccc2)c2ccccc2)CC1	-1	8	nt	-2	0	-1.8	-2	108	-1.3	-1

Reprinted at random: two entries already listed.
SMILES	Cardiac RTF inh	OPRM1-OPRD1 inv	Wnt bcat act	Keap1 Nrf2 FP	V-ATPase pH	OPRM1-OPRD1 ag	RTF Ca sens act	DSG3 Ab inh	C-LANA FP	Arrestin-AP2 inh
Cc1cc(C)n(C(=O)CNC(=O)c2ccccc2Br)n1	-1	17	-1	2	0	-3.3	1	nt	-0.3	-6
CCCCC(CC)C(=O)Nc1ccc(Nc2ccccc2)cc1 (centres undefined)	9	-18	nt	4	-1	3.2	-1	128	0.5	-16

(next part)
SMILES	Cardiac RTF inh	OPRM1-OPRD1 inv	Wnt bcat act	Keap1 Nrf2 FP	V-ATPase pH	OPRM1-OPRD1 ag	RTF Ca sens act	DSG3 Ab inh	C-LANA FP	Arrestin-AP2 inh
CCOC(=O)N1CCN(S(=O)(=O)c2cccc3nonc23)CC1	-16	18	nt	-1	2	-3.4	4	99	0.4	29
COc1ccc(Br)cc1/C=C\C(=O)NCc1cccnc1	-14	-9	0	-6	-2	1.5	10	99	3.8	1
CCCCC(=O)NC(NC(=O)CCCC)c1ccc(OCC(C)C)c(OC)c1	0	12	nt	-5	0	-2.2	12	108	-1.0	4
CCCC(=O)NC(=S)N1CCN(c2ccc([N+](=O)[O-])cc2)CC1	0	8	nt	0	-2	-1.8	-2	100	-0.3	19
Cc1cc(C)c(C(=O)c2ccc(C(=O)N(C(C)C)C(C)C)cc2)c(C)c1	-9	-54	nt	0	2	9.5	-2	98	-0.4	1
CCC/C(O)=C1\C(=O)CC(c2ccccc2)CC1=NCCc1c(C)[nH]c2ccc(C)cc12 (centres undefined)	1	-8	0	1	2	1.4	-2	101	-0.9	0
Cn1cc(/C=C/C(=O)N2CCCC(C(=O)c3ccc(C(F)(F)F)cc3)C2)cn1 (centres undefined)	-34	25	-1	0	-1	-5.0	-4	92	1.4	6
Cc1ccc(C2=NN(CCC#N)C(=O)CO2)cc1	-5	13	1	-3	0	-2.9	3	101	-0.7	44
Cc1noc(NS(=O)(=O)c2ccc(NC(=O)c3cc(S(=O)(=O)N(C)c4ccccc4)ccc3Cl)cc2)c1C	1	12	-4	-2	11	-2.2	2	96	1.5	-8
O=C(NCCCN1CCOCC1)c1cc(-c2ccco2)nc2ccccc12	-8	5	4	0	1	-1.2	-4	96	5.0	7
CCCS(=O)(=O)N1CCCC(C(=O)N2CCN(c3ccccn3)CC2)C1 (centres undefined)	2	8	nt	-1	0	-1.5	2	104	-1.6	0
CCOC(=O)c1cc([N+](=O)[O-])sc1N	-4	14	-1	-7	-2	-3.0	-2	98	-1.6	6
CCCCOc1ccc(Cl)cc1CSc1nnc(C)n1N	-5	-6	nt	-5	-3	1.2	3	108	-1.2	2
O=C(NCCN1CCC(Cc2ccccc2)CC1)C1CCN(S(=O)(=O)N2CCC3(CC2)OCCO3)CC1	-15	1	4	nt	4	-0.1	0	101	nt	-4
C[C@H](NC(=O)[C@H](Cc1ccccc1)NC(=O)c1cc2cc(Cl)ccc2n1C)C(=O)O	-3	14	3	-9	7	-3.2	-1	114	-2.4	10

Exported with two lines to a compound: entries from further up.
Each structure is followed by: Cardiac RTF inh	OPRM1-OPRD1 inv	Wnt bcat act	Keap1 Nrf2 FP	V-ATPase pH	OPRM1-OPRD1 ag	RTF Ca sens act	DSG3 Ab inh	C-LANA FP	Arrestin-AP2 inh
CCOC(=O)c1cc([N+](=O)[O-])sc1N
 : -4	14	-1	-7	-2	-3.0	-2	98	-1.6	6
CCCCOc1ccc(Cl)cc1CSc1nnc(C)n1N
 : -5	-6	nt	-5	-3	1.2	3	108	-1.2	2
O=C(NCCN1CCC(Cc2ccccc2)CC1)C1CCN(S(=O)(=O)N2CCC3(CC2)OCCO3)CC1
 : -15	1	4	nt	4	-0.1	0	101	nt	-4

Further results:
SMILES	Cardiac RTF inh	OPRM1-OPRD1 inv	Wnt bcat act	Keap1 Nrf2 FP	V-ATPase pH	OPRM1-OPRD1 ag	RTF Ca sens act	DSG3 Ab inh	C-LANA FP	Arrestin-AP2 inh
COc1ccc(NC(=O)CN2C(=O)NC3(CCCc4ccccc43)C2=O)c(OC)c1 (centres undefined)	1	2	0	2	2	-0.5	-2	nt	-0.6	35
Cn1nc(Cc2n[nH]c(=S)n2C)c2ccccc2c1=O	4	17	12	-1	-3	-3.4	0	111	1.4	28
O=C(NCc1ccco1)C1CCCN1C(=O)NCc1ccccc1 (centres undefined)	-2	14	nt	1	4	-2.4	4	nt	-0.2	23
CCOC(=O)c1cc(-c2ccccc2)nn1CC1CC(c2cccc([N+](=O)[O-])c2)=NO1 (centres undefined)	0	-4	-5	-6	-2	0.7	-1	105	1.1	6
Cc1cc(C)c2nc(N(CCCN(C)C)C(=O)c3ccc(S(=O)(=O)N4CC(C)OC(C)C4)cc3)sc2c1 (centres undefined)	-3	5	-6	3	2	-0.7	3	99	0.9	-11
Cc1cc(=O)[nH]c(SCCc2ccccc2)n1	1	15	0	-1	2	-3.2	-9	96	2.6	29
CCc1ccc(CC2(O)CC(C)N(C)CC2C)cc1 (centres undefined)	-11	6	-2	-5	-2	-1.2	8	107	0.0	3
CCCn1c(N)c(N(CCOC)C(=O)c2ccc(F)cc2)c(=O)[nH]c1=O	-7	13	-2	1	-3	-2.4	-5	nt	-3.9	28
CCn1c(SCC(=O)Nc2ccc(S(=O)(=O)Nc3onc(C)c3C)cc2)nnc1-c1ccccc1	-9	6	nt	-4	3	-1.1	-1	105	-0.9	11
CCCn1c(N)c(N(CCOC)C(=O)C2CCCC2)c(=O)[nH]c1=O	-5	16	-3	-2	-1	-4.1	2	100	-2.7	16
O=C(CSc1nnc(-c2ccc(S(=O)(=O)N3CCCC3)cc2)o1)NCc1ccccc1	-1	9	-6	-1	nt	-1.8	1	nt	-0.7	12
COc1ccc(S(=O)(=O)NCCCCOc2ccc(Cl)cc2)cc1	-5	-19	-1	-9	-5	4.1	4	98	-0.4	10
CC(NC(=O)Cc1c(F)cccc1Cl)C1CCCO1 (centres undefined)	-7	3	nt	-13	-5	-0.5	1	97	-1.6	1

Screening results from PubChem.
